NCI-60 one-dose screen, 48 h, at 10 µM unless noted. Numbers give growth in % (100 = growth as untreated, 0 = no growth, -100 = all killed).
SW-620 – SW-620 colon cancer. AID 1794795. 82,000 tested, 5.2% active
SNB-75 – SNB-75 CNS cancer; 79,000 tested, 5% active; AID 1794750
KM12 – KM12 colon cancer cells; 82,000 tested, 5% active; AID 1794800
SNB-19 – SNB-19 CNS cancer cells | 81,000 tested, 2.5% active
HCC-2998 – HCC-2998 colon cancer. AID 1794799. 79,000 tested, 4.7% active
HCT-15 – HCT-15 colon cancer; AID 1794746; 82,000 tested, 5.2% active
HCT-116 – HCT-116 colon cancer | AID 1794798 | 82,000 tested, 7.3% active
SF-268 – SF-268 CNS cancer cells | 82,000 tested, 3.1% active
HT29 – HT29 colon cancer; 81,000 tested, 7.4% active
* hit, by the source's call; x = not tested or not shown; [ ] = another dose, or the depositor's remark. The calls were made as follows: active = growth percent below 10; inactive = the rest. Compounds as they come; 11% or so of the library scored in one or more.

SMILES	SW-620	SNB-75	KM12	SNB-19	HCC-2998	HCT-15	HCT-116	SF-268	HT29
O=C(Nc1ccc(OCc2nnc(-c3ccc(Cl)cc3)o2)c(F)c1)c1ccc(Cl)c(C(F)(F)F)c1	65	73	32	69	57	38	34	71	46
CCc1cccc(CC)c1NC(=O)c1ccc(CN2CCc3ccccc3C2)cc1	94	x	100	109	x	97	107	98	119
O=C(Nc1ccc2cc3ccc(NC(=O)NC4CCCCC4)cc3nc2c1)NC1CCCCC1	84	59	97	79	101	111	65	68	83
Cc1ccc(Cl)cc1NC(=O)CCl	74	86	96	82	114	67	63	79	83
COC(=O)C1C(=O)COC1C (stereo not drawn)	116	98	99	101	101	104	99	106	102
O=C(CSc1nc2ccccc2c(=O)n1-c1ccc(S(=O)(=O)Nc2ccc(Cl)nn2)cc1)NC1CCCCC1	98	84	106	104	108	101	101	101	94
O=C(CN1CCN(c2cc3c(cc2F)c(=O)c(C(=O)O)cn3C2CC2)CC1)Nc1nnc(-c2ccc(Cl)cc2)s1	99	110	97	90	98	95	63	99	87
c1ccc2nc3c(cc2c1)sc1ncccc13	90	x	105	90	112	100	92	97	101
Cc1ccc(C[P+](c2ccccc2)(c2ccccc2)c2ccccc2)cc1	11	-3.9*	-13*	20	-26*	82	2.2*	16	2.4*
N#C/C(=C\c1ccc(Cl)cc1Cl)C(=O)N1c2ccccc2Sc2ccccc21	93	90	104	99	121	84	98	102	108
Cc1onc(-c2ccccc2)c1C(=O)N1CCCN2C(=O)c3ccccc3C21 (stereo not drawn)	106	83	111	114	104	104	95	111	105
Cc1ccc(/C=C(\C#N)n2nc3cc(F)c(F)cc3n2)cc1	92	87	104	91	97	95	96	105	125
N/N=C\c1cnnc2ccccc12	100	101	109	98	110	92	105	112	124
C=NNc1nc2ccccc2s1	110	85	105	107	123	63	110	109	99
O=C1C(N2CCOCC2)=C(I)C(=O)c2ncccc21	69	66	92	73	87	67	49	71	102
COCCn1c(C)nc2ccccc2c1=O	74	51	79	91	87	78	75	78	12
Cc1ccc(S(=O)(=O)c2nc(-c3ccccc3)oc2S(C)(=O)=O)cc1	-29*	x	76	61	97	-14*	-62*	69	-6.2*
CC1=C(C(=O)Nc2ccccc2)C(c2c(O)cc(O)cc2O)n2c(nc3ccccc32)N1 (stereo not drawn)	x	76	104	101	107	106	97	102	105
CSCC[C@H](NC(=O)CSc1nnc(-c2ccc(NC(=O)c3cccnc3)cc2)o1)C(=O)O	103	106	112	107	114	111	108	102	105
O=C(/C=C/c1cc(-c2cc3ccccc3o2)n(-c2ccccc2)n1)c1ccccc1	x	80	99	95	108	101	101	95	98
c1cc(N2CCCCC2)nc(N2CCCCC2)n1	106	96	104	101	x	94	95	98	96
COc1ccc(C(=O)Oc2ccc(Cl)cc2Cl)cc1	102	104	107	109	110	99	90	99	105
COC(=O)/C=C/CC[C@H](N)C(=O)O	104[20 µM]	76[20 µM]	106[20 µM]	96[20 µM]	114[20 µM]	101[20 µM]	105[20 µM]	97[20 µM]	102[20 µM]
Cc1cccc(CN(Nc2ccccc2)c2ccccc2)n1	107	93	110	106	112	92	96	101	96
Nc1cc(S(=O)(=O)c2ccc(O)c(N)c2)ccc1O	81	109	105	86	105	95	96	106	61

Not a retest: entries from further up.
SMILES	SW-620	SNB-75	KM12	SNB-19	HCC-2998	HCT-15	HCT-116	SF-268	HT29
N/N=C\c1cnnc2ccccc12	100	101	109	98	110	92	105	112	124
C=NNc1nc2ccccc2s1	110	85	105	107	123	63	110	109	99
O=C1C(N2CCOCC2)=C(I)C(=O)c2ncccc21	69	66	92	73	87	67	49	71	102
COCCn1c(C)nc2ccccc2c1=O	74	51	79	91	87	78	75	78	12
Cc1ccc(S(=O)(=O)c2nc(-c3ccccc3)oc2S(C)(=O)=O)cc1	-29*	x	76	61	97	-14*	-62*	69	-6.2*
CC1=C(C(=O)Nc2ccccc2)C(c2c(O)cc(O)cc2O)n2c(nc3ccccc32)N1 (stereo not drawn)	x	76	104	101	107	106	97	102	105
CSCC[C@H](NC(=O)CSc1nnc(-c2ccc(NC(=O)c3cccnc3)cc2)o1)C(=O)O	103	106	112	107	114	111	108	102	105
O=C(/C=C/c1cc(-c2cc3ccccc3o2)n(-c2ccccc2)n1)c1ccccc1	x	80	99	95	108	101	101	95	98
c1cc(N2CCCCC2)nc(N2CCCCC2)n1	106	96	104	101	x	94	95	98	96
COc1ccc(C(=O)Oc2ccc(Cl)cc2Cl)cc1	102	104	107	109	110	99	90	99	105
COC(=O)/C=C/CC[C@H](N)C(=O)O	104[20 µM]	76[20 µM]	106[20 µM]	96[20 µM]	114[20 µM]	101[20 µM]	105[20 µM]	97[20 µM]	102[20 µM]
Cc1cccc(CN(Nc2ccccc2)c2ccccc2)n1	107	93	110	106	112	92	96	101	96
Nc1cc(S(=O)(=O)c2ccc(O)c(N)c2)ccc1O	81	109	105	86	105	95	96	106	61

(cont.)
SMILES	SW-620	SNB-75	KM12	SNB-19	HCC-2998	HCT-15	HCT-116	SF-268	HT29
Cc1ccc(-[n+]2c3cc(N)c(C)cc3nc3cc(C)c(Nc4ccccc4)cc32)cc1	-72*	-69*	-93*	-82*	-98*	-70*	-100*	-89*	-74*
COc1ccc2nc(N/N=C/c3cccc(C)n3)cc(C)c2c1	104	107	83	95	108	82	95	92	96
CCCCCCCC(C)(N)C(=O)O (stereo not drawn)	99	103	106	101	109	97	108	111	110
Nc1c(C(=O)Nc2ccnc3ccccc23)sc2nc3c(cc12)C(=O)CCC3	100	109	99	95	101	93	107	99	96
Oc1ccccc1-c1cncnc1	102	98	102	102	103	102	92	96	102
FC(F)(F)c1cc(-c2nnc3n2NC(=NC2CC2)CS3)cc(C(F)(F)F)c1	99	105	113	101	x	110	107	118	115
Cn1cc(-c2csc(-c3cn(C)c4ccc(F)cc34)n2)c2cnccc21	-67*	-73*	0.6*	3.6*	-78*	-46*	-90*	-60*	-67*
CC(=O)C[n+]1ccc(C)cc1Sc1ccccc1C	100	76	94	91	108	97	93	93	99
O=C(N/N=C\c1ccc(F)cc1)c1ccc2nc(-c3ccc(Cl)cc3)[nH]c2c1	109	99	98	100	94	102	95	99	98
COc1ccc(-c2cn(-c3cccc(C(=O)/C=C/c4cc(OC)c(OC)c(OC)c4)c3)c(=O)[nH]2)cc1OC	94	58	71	108	103	82	64	66	x
COc1ccc(CN(c2ccc(C)cc2)C2OC(=O)c3ccccc32)cc1 (stereo not drawn)	103	96	105	93	101	96	105	108	94
O=c1cc(Cn2cnn(-c3ccccc3)c2=O)c2c(ccc3ccccc32)o1	94	94	102	80	96	97	89	95	94
O=C(O)/C=C/c1cn(-c2ccccc2)nc1-c1ccccc1	94	83	96	93	106	99	83	86	93
CCN(CC)c1ccc2cc(C(Nc3ccc(Cl)cc3)c3nnnn3C(C)(C)C)c(=O)oc2c1 (stereo not drawn)	100	69	89	87	105	92	92	81	91
CC(C)CCC[C@@H](C)[C@H]1CC[C@H]2[C@@H]3CC=C4c5sc(NCCCN6CCOCC6)nc5CC[C@]4(C)[C@H]3CC[C@]12C	103	95	104	94	106	113	104	100	112
CCOc1ccc(OCC)c(Cl)c1	x	118	109	114	102	100	101	105	95
CCN(CC)CC#CCO[C@H]1CC[C@H](OCC#CCN(CC)CC)[C@@H]2[C@H]1[C@H]1C[C@@H]3[C@@]4(C)CCCC(C)(C(=O)OC)[C@@H]4CC[C@@]23C=C1C(C)C (stereo partly drawn)	83	86	91	82	95	75	60	83	46
CCOC(=O)/C(F)=C/C1CC1CCc1ccccc1OC (stereo not drawn)	112	x	108	102	104	102	101	109	107
COc1cc2c(c(OC)c1OC)CCC(c1cccc(NC(=O)c3ccccc3Br)c1)O2 (stereo not drawn)	103	101	109	99	106	97	92	91	109
O=[N+]([O-])c1ccc(-c2nc3ccc(-c4n[nH]c(=S)n4-c4ccccc4)cc3[nH]2)cc1	105	94	106	103	110	101	101	110	107
O=c1c2ccccc2nc(SCc2n[nH]c(=S)n2-c2ccccc2)n1CCc1ccccc1	102	102	92	102	122	75	95	103	114
CC(C)/C(=C/C(=O)O)C(=O)O	102	84	101	110	107	101	101	102	105
Cc1nn(-c2ccccc2)c(Cl)c1/C=C1\N=C(c2ccccc2)N(C(=O)c2ccc3ccccc3c2)NC1=O	103	87	96	102	112	112	96	95	93
O=C(C1CCCCC1C(=O)N1CCCCC1)N1CCCCC1 (stereo not drawn)	95	88	104	92	106	108	114	101	100
CCOC(=O)CC[C@H](NC(=O)c1ccc(CNc2nc3cc(C(F)(F)F)ccc3nc2C(=O)OCC)cc1)C(=O)OCC	101	71	85	75	62	108	53	72	99

(more compounds)
SMILES	SW-620	SNB-75	KM12	SNB-19	HCC-2998	HCT-15	HCT-116	SF-268	HT29
CC(=O)Nc1ccc(C(=O)N2C(=N)C(C#N)=C(O)/C2=C\c2ccc(Cl)c(Cl)c2)cc1	106	100	77	x	110	106	92	92	106
Clc1ccc2c(c1)nc1n2CCCC1	107	107	108	101	93	101	104	100	95
Cc1ccc(C(C)C)c2c1CCC2C (stereo not drawn)	102	88	101	105	114	101	87	101	95
CCCC(CCC)NCCO	111	80	99	115	102	112	97	98	79
O=C(CCC(=O)c1ccccc1)O/N=C(\Cn1ccnc1)c1ccc(Cl)cc1	101	99	102	92	103	103	93	100	94
COc1nc2c(c(=O)[nH]1)C(c1cc3ccccc3[nH]c1=O)C1=C(CC(C)(C)CC1=O)N2 (stereo not drawn)	110	91	101	104	107	105	92	99	85
CCOC(=O)c1ccnc(F)c1	105	97	103	99	111	101	109	104	111
O=C(O)c1cn(C2CC2)c2cc(N3CCN(C(=O)CSc4nc(-c5ccccc5)cc(=O)[nH]4)CC3)c(F)cc2c1=O	106	91	107	101	112	105	102	111	111
O=C(Nc1cccc(-n2cc(-c3ccncc3)c(-c3ccc(O)c(Cl)c3)n2)c1)Nc1ccc(Cl)c(Cl)c1	6.9*	7.7*	0.4*	38	21	14	1.7*	11	38
NNc1cccc2ccccc12	99	66	105	107	126	85	94	106	104
CCN(Cc1cccc(S(=O)(=O)O)c1)c1ccc(C(=C2C=CC(=[N+](CC)Cc3cccc(S(=O)(=O)O)c3)C=C2)c2ccc(O)c(S(=O)(=O)O)c2)cc1	104	93	105	108	101	111	104	112	112
CONC(=O)C1CN(c2cccc(Cl)c2)N(c2cccc(Cl)c2)C1=O (stereo not drawn)	99	101	91	109	86	88	96	96	98
OCCNc1nc(Nc2ccc(C3=NN(c4cc(Cl)cc(Cl)c4)C(c4ccccc4)C3)cc2)nc(N2CCOCC2)n1 (stereo not drawn)	109	82	77	103	91	63	67	68	69
Cn1c(=O)c2[nH]c(=S)[nH]c2n(C)c1=O	91	105	99	109	104	101	95	97	107
Cc1cc(=O)oc2cc(OCCn3cc(COC(=O)/C=C/c4cn(-c5ccccc5)nc4-c4ccc(Cl)cc4)nn3)ccc12	98	x	100	96	88	102	102	101	115
CCCCC(=O)C1CCCC1	107	92	107	102	116	90	110	109	105
C(=N\N1CCCCCC1)/c1cccc2ccccc12	101	106	114	99	106	102	111	111	102
Cc1ccc(Nc2ncnc3c2c(C)nn3-c2ccc(Cl)cc2)cc1	96	x	99	105	108	100	97	96	104
O=C1CCC23OC4ON=C(c5ccccc5)C4C2C(O)c2ccccc2N13 (stereo not drawn)	111	106	102	105	99	104	97	91	106
OCC1Cc2ccccc2C1	104	103	101	107	102	104	104	107	105
CC(C)(S)C(N)C(=O)O (stereo not drawn)	107	86	109	101	110	103	99	103	86
Nc1nc(N)c(-c2ccc(Cl)cc2)c(C=O)n1	86	87	97	98	100	101	85	102	88
CCCCN1c2nc3ccccc3cc2Sc2cc3ccccc3nc21	94	107	68	107	86	95	95	92	95
O=C1NC(C(=O)NCc2ccc(Cl)cc2Cl)C/C1=C/N1CCOCC1 (stereo not drawn)	111	103	112	104	98	107	106	105	93
N#CCCOC(=O)c1ccccc1C(=O)O	105	104	108	112	107	101	102	109	109

Further results.
SMILES	SW-620	SNB-75	KM12	SNB-19	HCC-2998	HCT-15	HCT-116	SF-268	HT29
COc1ccc(-n2cc(-c3ccc(Cl)cc3)nc2SCC(=O)c2ccc(Cl)cc2)cc1	96	80	92	77	108	92	76	77	78
C/C(=N\N=C(N)N)c1ccc(NC(=O)Nc2ccc(/C(C)=N/N=C(N)N)cc2)cc1	103	87	106	80	85	86	68	103	99
Cc1ccc(NC(=O)OCCN(C)C(=O)Nc2ccc(C)cc2C)c(C)c1	99	87	102	92	103	92	97	95	100
CC(C)N1C(=O)c2ccccc2C1=O	95	90	99	106	107	99	94	109	90
Cc1nc2[nH]c(N)nc(=S)c2[nH]1	113	102	104	108	103	102	98	100	91
COC(=O)[C@H](Cc1cn(C)cn1)NC(=O)[C@H](C)NC(=O)Nc1cc(C(F)(F)F)cc(C(F)(F)F)c1	-27*[100 µM]	-78*[100 µM]	-71*[100 µM]	-83*[100 µM]	-89*[100 µM]	38[100 µM]	-84*[100 µM]	-77*[100 µM]	-68*[100 µM]
O=C(Nc1ccc(Cl)cc1)OCC12COCN1COC2	99	83	97	99	99	88	x	104	104
CC(=O)O[C@H]1C[C@@]2(C)[C@@H](C[C@@H](O)[C@H]3[C@@]4(C)CC[C@H](NCCCNCCCCN)[C@@H](C)[C@@H]4CC[C@@]32C)/C1=C(\CCC=C(C)C)C(=O)O	100	109	91	99	102	104	94	101	100
NC(N)=N/N=C/c1ccc(O)cc1	101	87	95	98	89	111	99	103	109
O=C(O)c1ccc(Nc2ccnc(SCC(=O)c3ccc(Cl)cc3)n2)cc1	101	95	100	98	102	103	99	99	108
COc1ccc(-c2ccc(-c3ccc(-c4ccc(C(=N)N)cc4)s3)s2)cc1OC	-41*	x	-43*	88	-69*	-69*	28	87	-60*
CC(=O)SC1CC(=O)OC1=O (stereo not drawn)	97	115	106	x	96	100	98	101	103

Screening results from PubChem BioAssay.
